Bioassay records (PubChem)
PAD4 FP inh = human PAD4 inhibitors, primary screen, biochemical, fluorescence polarization, 1536-well format | Protein-arginine deiminase type-4 (Homo sapiens), Q9UM07 | recombinant PAD4, RCA probe fluorescence polarization | inhibition, % at 6.36 µM | actives 0.41% (n = 330,000);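 active = percent inhibition above a cutoff equal to the mean of all tested compounds plus 3 SD, cut at about 15% in these data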;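 note: 0% = PAD4 with RCA probe and DMSO and 100% = probe without PAD4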
GSTO1 counter = inhibitors of recombinant GSTO1, primary screen, counter-screen for RBBP9 inhibitor project, biochemical, fluorescence polarization | activity-based probe fluorescence polarization | inhibition, % at 5.96 µM | actives 1.1% (n = 300,000) | AID 1974, 2009;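 active = inhibition above the campaign mean inhibition plus 3 SD, cut at about 35% in these data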;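 note: 0% = GSTO1-1 with DMSO and 100% = wells lacking GSTO1-1 enzyme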
LYPLA1 counter = LYPLA1 inhibitors, primary screen, counter-screen for PME1 inhibitor project, biochemical, fluorescence polarization, FP-Rh probe ABPP | Acyl-protein thioesterase 1 (Homo sapiens), O75608 | recombinant LYPLA1 | inhibition, % at 5.9 µM | actives 0.16% (n = 320,000);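 active = inhibition above the mean of all tested compounds plus 3 SD, set per campaign, cut at about 14% in these data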;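 note: inhibitors block serine hydrolase probe labeling of LYPLA1 so polarization falls; 0% = enzyme with DMSO and 100% = wells lacking LYPLA1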
PAFAH2 FP inh = PAFAH2 enzyme inhibitors, primary screen, biochemical, fluorescence polarization, human; AID 492956, 2010; actives 0.99% (n = 340,000); recombinant PAFAH2, FP-rhodamine activity probe; inhibition, % at 3.39 µM;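 active = inhibition above the mean over all tested compounds plus 3 SD, cut at about 30% in these data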;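 note: inhibitors block probe labeling of enzyme so polarization drops; 0% = enzyme with DMSO and 100% = wells lacking PAFAH2 protein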
pPAFAH inh = pPAFAH enzyme inhibitors, primary screen, biochemical, fluorescence polarization, human | Platelet-activating factor acetylhydrolase (Homo sapiens), Q13093 | recombinant pPAFAH, FP-rhodamine probe fluorescence polarization | inhibition, % at 3.39 µM | actives 1.5% (n = 330,000) | AID 463082, 2010;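 active = inhibition above the mean inhibition across the screen plus 3 SD, cut at about 25% in these data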;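 note: inhibitors block binding of the rhodamine activity-based probe so polarization drops; 0% = enzyme with DMSO and 100% = wells lacking pPAFAH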
LYPLA2 inh = LYPLA2 inhibitors, primary screen, counter-screen for PME1 inhibitor project, biochemical, fluorescence polarization, FP-Rh probe ABPP | Acyl-protein thioesterase 2 (Homo sapiens), O95372 | recombinant LYPLA2 | inhibition, % at 5.9 µM | actives 0.38% (n = 320,000) | AID 2177, 2009;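 active = inhibition above the screen-wide mean plus 3 SD, limit set per campaign, cut at about 26% in these data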;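 note: 0% = LYPLA2 with DMSO and 100% = wells lacking LYPLA2 enzyme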
PAFAH1B3 FP inh = PAFAH1B3 enzyme inhibitors, primary screen, biochemical, fluorescence polarization, human | recombinant PAFAH1B3, FP-rhodamine probe | inhibition, % at 3.39 µM | actives 0.28% (n = 340,000) | AID 492972, 2010;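 active = inhibition above the screen-wide average of all tested compounds plus 3 SD, cut at about 25% in these data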;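 note: 0% = enzyme with DMSO only and 100% = wells lacking PAFAH1B3 protein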
PAFAH1B2 FP inh = PAFAH1B2 enzyme inhibitors, primary screen, biochemical, fluorescence polarization, human; AID 492953, 2010; actives 1.2% (n = 340,000); inhibition, % at 3.39 µM; recombinant PAFAH1B2, FP-rhodamine activity probe; Platelet-activating factor acetylhydrolase IB subunit alpha2 (Homo sapiens), P68402;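 active = inhibition above the mean of all tested compounds plus 3 SD, cut at about 24% in these data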;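 note: 0% = enzyme with DMSO and 100% = wells lacking PAFAH1B2; many of its hits are not listed in these tables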
PME-1 primary = PME-1 inhibitors via competitive probe labeling, primary screen, biochemical, fluorescence polarization, FP-Rh probe, HTS | Protein phosphatase methylesterase 1 (Homo sapiens), Q9Y570 | recombinant PME-1 | inhibition, % at 5.9 µM | actives 0.53% (n = 320,000);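 active = inhibition above the campaign mean of all compounds plus 3 SD, cut at about 26% in these data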;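 note: competitive labeling of PME-1 active site by serine hydrolase directed probe; 0% = PME-1 with DMSO and 100% = wells lacking PME-1 enzyme; inhibitors block probe labeling so polarization falls and inhibition rises; many of its hits are not listed in these tables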
Target sequence (Q9Y570 whole entry, looked up): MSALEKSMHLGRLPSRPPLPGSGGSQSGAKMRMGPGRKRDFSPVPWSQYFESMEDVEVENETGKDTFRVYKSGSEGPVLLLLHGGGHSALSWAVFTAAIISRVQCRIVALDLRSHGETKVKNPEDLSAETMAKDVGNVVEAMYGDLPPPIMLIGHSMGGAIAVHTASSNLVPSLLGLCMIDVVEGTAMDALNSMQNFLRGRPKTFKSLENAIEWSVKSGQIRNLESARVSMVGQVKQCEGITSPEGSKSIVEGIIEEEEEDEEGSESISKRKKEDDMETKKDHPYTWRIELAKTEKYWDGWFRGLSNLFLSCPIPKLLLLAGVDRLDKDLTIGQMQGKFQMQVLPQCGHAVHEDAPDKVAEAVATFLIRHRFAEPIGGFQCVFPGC
* hit, by the source's call; nt = no result given.

SMILES	PAD4 FP inh	GSTO1 counter	LYPLA1 counter	PAFAH2 FP inh	pPAFAH inh	LYPLA2 inh	PAFAH1B3 FP inh	PAFAH1B2 FP inh	PME-1 primary
COc1cc(C)nc(-n2nc(C)cc2OC)n1	1	7	3	-1	2	0	3	4	-1
CN(C)CCC[C@@]1(c2ccc(F)cc2)OCc2cc(C#N)ccc21	-2	5	-2	-6	5	-3	-10	-5	2
O=C(c1ccccc1)c1ccc2n1CCC2C(=O)O (stereo not drawn)	-3	6	4	5	5	5	5	-1	-2
CC(=O)O[C@@]12CO[C@@H]1C[C@H](O)[C@@]1(C)C(=O)[C@H](O)C3=C(C)[C@@H](OC(=O)[C@H](O)[C@@H](NC(=O)OC(C)(C)C)c4ccccc4)C[C@](O)([C@@H](OC(=O)c4ccccc4)[C@H]21)C3(C)C	-6	7	3	nt	1	5	nt	nt	-1
CCOC(=O)Nc1ccc(NCc2ccc(F)cc2)nc1N	0	12	1	0	17	-7	8	3	-6
COc1cc2c(c(OC)c1OC)-c1c(cc(OC)c(OC)c1OC)C[C@H](C)[C@H](C)C2	-4	8	0	10	4	2	11	2	1
Cc1oncc1C(=O)Nc1ccc(C(F)(F)F)cc1	1	5	2	4	-3	0	3	-6	2
C/C=C(/C)C(=O)O[C@@H]1c2cc3c(c4c2[C@@]2(CO4)C(=O)C(OC)=C(OC)C=C2C[C@@H](C)[C@H]1C)OCO3	-2	-2	1	-1	0	3	4	2	3
CC(C)(C(=O)c1cccnc1)c1cccnc1	-5	4	1	1	0	4	4	5	-7
CN1CCN(CCCN2c3ccccc3Sc3ccc(S(=O)(=O)N(C)C)cc32)CC1	-1	1	-2	1	14	0	1	4	15
O=c1c(O[C@@H]2O[C@H](CO)C(O)C2O)c(-c2ccc(O)c(O)c2)oc2cc(O)cc(O)c12 (stereo partly drawn)	-5	nt	nt	-16	-2	nt	26*	11	nt
O=C(NCCN1CCOCC1)c1ccc(Cl)cc1	0	7	1	1	2	2	7	1	1

Structural class, the compounds so far containing four or more nitrogen atoms
SMILES	PAD4 FP inh	GSTO1 counter	LYPLA1 counter	PAFAH2 FP inh	pPAFAH inh	LYPLA2 inh	PAFAH1B3 FP inh	PAFAH1B2 FP inh	PME-1 primary
COc1cc(C)nc(-n2nc(C)cc2OC)n1	1	7	3	-1	2	0	3	4	-1
CCOC(=O)Nc1ccc(NCc2ccc(F)cc2)nc1N	0	12	1	0	17	-7	8	3	-6
CN1CCN(CCCN2c3ccccc3Sc3ccc(S(=O)(=O)N(C)C)cc32)CC1	-1	1	-2	1	14	0	1	4	15

6 records drawn at random from the list so far:
SMILES	PAD4 FP inh	GSTO1 counter	LYPLA1 counter	PAFAH2 FP inh	pPAFAH inh	LYPLA2 inh	PAFAH1B3 FP inh	PAFAH1B2 FP inh	PME-1 primary
C/C=C(/C)C(=O)O[C@@H]1c2cc3c(c4c2[C@@]2(CO4)C(=O)C(OC)=C(OC)C=C2C[C@@H](C)[C@H]1C)OCO3	-2	-2	1	-1	0	3	4	2	3
CN(C)CCC[C@@]1(c2ccc(F)cc2)OCc2cc(C#N)ccc21	-2	5	-2	-6	5	-3	-10	-5	2
O=c1c(O[C@@H]2O[C@H](CO)C(O)C2O)c(-c2ccc(O)c(O)c2)oc2cc(O)cc(O)c12 (stereo partly drawn)	-5	nt	nt	-16	-2	nt	26*	11	nt
COc1cc2c(c(OC)c1OC)-c1c(cc(OC)c(OC)c1OC)C[C@H](C)[C@H](C)C2	-4	8	0	10	4	2	11	2	1
CCOC(=O)Nc1ccc(NCc2ccc(F)cc2)nc1N	0	12	1	0	17	-7	8	3	-6
CC(=O)O[C@@]12CO[C@@H]1C[C@H](O)[C@@]1(C)C(=O)[C@H](O)C3=C(C)[C@@H](OC(=O)[C@H](O)[C@@H](NC(=O)OC(C)(C)C)c4ccccc4)C[C@](O)([C@@H](OC(=O)c4ccccc4)[C@H]21)C3(C)C	-6	7	3	nt	1	5	nt	nt	-1

The list is partial (hit frequency here may not be typical).
